EP2 mod: EP2 receptor modulators, cAMP readout, primary screen, cell-based, HTRF cAMP, PGE2 stimulation; Prostaglandin E2 receptor EP2 subtype (Homo sapiens), P43116; EP2-expressing cells, cAMP HTRF FRET, PGE2 co-stimulation; induction, % at 25 µM; hit rate 0.83% among 260,000; AID 940, 2007;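 active = compounds whose cAMP rise, as percent of the full-agonist control response, exceeds 60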;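 also: rat C6 glioma line stably carrying human EP2 under a CMV promoter; the protocol text gives 20 µM as final concentration; 100% = response of wells given 1 µM PGE2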
Target sequence (P43116 whole entry, looked up): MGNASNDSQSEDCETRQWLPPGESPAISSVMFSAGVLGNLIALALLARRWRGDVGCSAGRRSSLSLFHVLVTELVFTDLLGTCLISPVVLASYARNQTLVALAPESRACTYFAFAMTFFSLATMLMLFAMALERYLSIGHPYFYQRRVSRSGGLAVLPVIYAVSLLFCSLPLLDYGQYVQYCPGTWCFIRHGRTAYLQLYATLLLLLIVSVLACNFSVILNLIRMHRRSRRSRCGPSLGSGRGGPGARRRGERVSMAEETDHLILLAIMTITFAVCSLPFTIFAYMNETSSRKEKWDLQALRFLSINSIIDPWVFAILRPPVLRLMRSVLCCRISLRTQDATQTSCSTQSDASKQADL
TRPN1 ag: zebrafish TRPN1 channel agonists, primary screen, cell-based, HEK293, calcium fluorescence. HEK293 zebrafish TRPN1-YFP, Fluo-8 calcium fluorescence; 100% = response to 87 µM carbachol. hit rate 0.18% among 220,000. activation, % at 3 µM. transient receptor potential cation channel N1 (TRPN1/NompC), Danio rerio. AID 1424, 2008;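 active = activation above its plate's cutoff, the mean activation of test wells on that plate plus 3 SD, cut at about 19% in these data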;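 also: 0% = DMSO alone and 100% = 87 µM carbachol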
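Assay system: Zebrafish TRPN1-YFP in HEK293 cells | Incubation: Dye loading 1 h at 37 °C, then 30 min room temperature | Measured by: Kinetic Fluo-8 fluorescence, ex 470-495, em 515-575 nm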
S1P4 antag: S1P4 receptor antagonists, primary screen, cell-based; Sphingosine 1-phosphate receptor 4 (Homo sapiens), O95977; S1P4-expressing cells, antagonist mode, reporter read-out; inhibition, % at 4.98 µM; hit rate 0.26% among 220,000; AID 1510, 2009; in the data active = inhibition above about 29%;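 also: 0% = wells stimulated with agonist and 100% = vehicle wells without agonist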
CHOP inh: inhibitors of CHOP promoter induction, primary screen, cell-based, unfolded protein response, luciferase reporter; inhibition, % at 10 µM; AID 2732, 2010; hit rate 3.8% among 220,000; CHO-K1 CHOP-promoter luciferase, tunicamycin-induced, 15-18 h;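 active = compounds that reduced the stress-induced luciferase reporter signal by more than about 70% of percent inhibition, limit read from the data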;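 also: 0% = tunicamycin plus vehicle and 100% = wells without tunicamycin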
NPY-Y2 PAM-ag: NPY-Y2 potentiators or agonists, primary screen, cell-based. Neuropeptide Y receptor type 2 (Homo sapiens), P49146. cells expressing NPY-Y2, potentiator/agonist read-out. activation, % at 3.6 µM. hit rate 0.45% among 220,000; in the data active = activation above about 27%;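 also: cells stimulated with NPY near EC25 plus isoproterenol at EC100; 0% = vehicle plus submaximal agonist and 100% = vehicle plus saturating agonist; some results beyond the cut were filed as inactive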
NPY Y1 blocker: NPY-Y1 receptor antagonists, primary screen, cell-based. HEK293-CNG Y1 cells, membrane potential fluorescence; NPY at EC95, then isoproterenol. inhibition, % at 3.6 µM. hit rate 1% among 200,000;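 active = inhibition above the campaign mean inhibition of all tested compounds plus 3 SD, cut at about 20% in these data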;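 also: 0% = DMSO wells given NPY plus isoproterenol and 100% = isoproterenol alone without NPY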
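System: HEK293 cells with Y1 receptor plus CNG channel / Probe or stimulus: NPY 25 nM then isoproterenol 1 µM plus Ro 20-1724 25 µM / Compound: one concentration, 3.6 µM, in 0.4% DMSO / Schedule: compound incubation 1 h at room temperature, readout 45 min post-stimulation / Measured by: membrane potential fluorescence / Read-out: % inhibition of NPY effect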
S1P4 agonist: S1P4 receptor agonists, primary screen, cell-based; Sphingosine 1-phosphate receptor 4 (Homo sapiens), O95977; S1P4-expressing cell line, agonist reporter assay; activation, % at 4.98 µM; hit rate 0.35% among 220,000; AID 1509, 2009; in the data active = activation above about 11%;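 also: 0% = DMSO vehicle and 100% = reference agonist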
TRPML3 agonist: human TRPML3 channel agonists, primary screen, cell-based, HEK293 TRPML3-YFP, Fluo-8 calcium fluorescence, 3 µM; Mucolipin-3 (Homo sapiens), Q8TDD5; 100% = the carbachol control signal; activation, % at 3 µM; hit rate 0.29% among 220,000; AID 1448, 2008;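 active = activation above its plate's cutoff, the mean activation of the plate's test wells plus 3 SD, cut at about 12% in these data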;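 also: 0% = DMSO only wells and 100% = carbachol wells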
Target sequence (Q8TDD5 whole entry, looked up): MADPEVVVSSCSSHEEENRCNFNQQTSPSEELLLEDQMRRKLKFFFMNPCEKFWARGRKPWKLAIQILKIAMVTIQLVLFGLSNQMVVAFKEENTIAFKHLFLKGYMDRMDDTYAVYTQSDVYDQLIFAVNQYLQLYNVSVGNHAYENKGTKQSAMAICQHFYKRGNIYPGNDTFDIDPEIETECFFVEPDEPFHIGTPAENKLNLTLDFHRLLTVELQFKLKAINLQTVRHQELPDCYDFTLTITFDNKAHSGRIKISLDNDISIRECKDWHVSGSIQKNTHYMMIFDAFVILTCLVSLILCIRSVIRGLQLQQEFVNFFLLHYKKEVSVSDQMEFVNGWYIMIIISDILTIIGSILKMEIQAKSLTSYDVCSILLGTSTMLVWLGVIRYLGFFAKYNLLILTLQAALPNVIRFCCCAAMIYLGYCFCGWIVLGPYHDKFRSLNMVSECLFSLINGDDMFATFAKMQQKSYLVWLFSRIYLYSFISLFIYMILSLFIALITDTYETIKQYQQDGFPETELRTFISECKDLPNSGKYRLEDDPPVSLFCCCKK
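Test system: HEK293 cells stably carrying human TRPML3-YFP; Doses: single dose, 3 µM final nominal compound, 0.3% DMSO final; Schedule: dye loading 1 h 37 °C then 30 min ambient, 125 s read; Technique: Fluo-8 calcium fluorescence; Benchmarks: high control carbachol 87 µM, low control DMSO.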
NPY-Y1 PAM-ag: NPY-Y1 receptor potentiators or agonists, primary screen, cell-based | NPY-Y1 expressing cells, potentiator/agonist activation | activation, % at 3.6 µM | hit rate 0.37% among 220,000 | AID 1304, 2008; in the data active = activation above about 33%, passing the limit was not always enough;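 also: cells stimulated with NPY at EC10 then isoproterenol at EC100; 0% = low agonist plus stimulus and 100% = saturating agonist plus stimulus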
* hit, by the source's call; x = not tested or not shown.

Results follow in this order: EP2 mod, TRPN1 ag, S1P4 antag, CHOP inh, NPY-Y2 PAM-ag, NPY Y1 blocker, S1P4 agonist, TRPML3 agonist, NPY-Y1 PAM-ag
COc1ccc(Cl)cc1C(=O)NCc1cn(C)nc1C
    -6, 0.6, -6, 17, -3, -3, -0.2, 0.5, 18
CCn1c(CCNC(=O)c2ccc(OC)cc2)nnc1SCC(=O)Nc1ccccc1F
    6, -1.6, -2, -7, 8, -1, 0.2, 0.5, 5
CSc1cccc(NC(=O)Cn2cccc2)c1
    -8, -0.5, 3, 41, 4, 1, 2.3, 0.0, 11
Cc1onc(-c2c(F)cccc2Cl)c1-c1nnc(-c2cccc3ccccc23)o1
    15, -0.2, 13, 39, 3, x, -1.6, 0.7, 6
O=C(O)c1c[nH]c(=S)n1-c1ccc(F)cc1
    24, -0.5, -24, 31, -7, 2, -1.2, -0.5, -2
Cc1cccc(C)c1OCc1nc2ccccc2c(=O)n1/N=C/c1c[nH]c2ccccc12
    12, -1.0, -7, 85*, 22, -7, 0.4, 0.1, 15
CCc1cccc(CC)c1NC(=S)NCC(c1cccnc1)N1CCOCC1 (stereo not given)
    18, -1.1, -10, -9, -3, -1, -0.1, -0.5, 10
Cc1ccccc1C(OCCN(C)C)C1CCCCC1 (stereo not given)
    -6, 2.4, -1, -12, -4, 16, -0.9, 1.7, -40
Cc1ccc(C(=O)NC(=S)Nc2ccc3[nH]c(=O)[nH]c3c2)c(C)c1
    17, 1.0, -9, 0, 0, -3, 1.6, 0.1, 22
CN(C)c1cccc(C(=O)OCC(=O)Nc2nccs2)c1
    -11, -0.8, -3, -1, -4, -2, 0.3, -0.2, -5
Cc1ccc(C(=O)NN2CCOCC2)cc1
    17, 0.3, 7, -12, 6, 2, -0.8, 0.2, -16
Cn1c(C(=O)NC2CC2)cc(=O)n(C)c1=O
    6, 1.8, -1, -4, -2, -4, 1.0, -0.3, 17
CCN1C/C(=N\S(=O)(=O)/N=C2\CN(CC)C(=O)N2CC)N(CC)C1=O
    -30, -0.9, -12, -8, -5, x, -0.8, 0.7, 15
O=C(CN1CCOc2ccccc21)NCc1ccc(F)cc1
    9, 0.2, -10, -22, 4, -3, 2.2, 0.5, -6
N#C/C(=C\c1ccc(OCc2ccc(C(=O)O)cc2)cc1)C(=O)N1CCOCC1
    -1, -1.3, -16, 82*, 9, -1, 1.9, 0.7, -9
Cc1ccc(NS(=O)(=O)c2cc(C(=O)N3CCN(C)CC3)ccc2C)cc1C
    4, -0.2, -18, 5, 9, -1, -1.4, 1.0, 9
Cc1ccc(C(=O)/C=C/N(C)C)o1
    12, 7.1, 9, -2, -20, -2, -1.0, 2.1, -27
CCn1c(O)c2ccc(C(=O)N=NC(=O)c3cccnc3)cc2c1O
    1, -0.1, 1, 20, -4, -1, 1.5, 0.4, -1
CCCCN(CCCC)c1nc2ccccc2nc1C(C#N)C(=O)NCCCOC (stereo not given)
    8, 4.9, 7, 15, -1, 4, 0.7, 0.2, -7
O=C(NNC(=O)c1ccccc1-c1ccccc1C(=O)O)c1ccccc1
    25, -0.2, 17, -15, -9, -3, -0.1, 0.5, 3

Rewritten in markdown: eight of the compounds above.
| Structure | EP2 mod | TRPN1 ag | S1P4 antag | CHOP inh | NPY-Y2 PAM-ag | NPY Y1 blocker | S1P4 agonist | TRPML3 agonist | NPY-Y1 PAM-ag |
| --- | --- | --- | --- | --- | --- | --- | --- | --- | --- |
| CCN1C/C(=N\S(=O)(=O)/N=C2\CN(CC)C(=O)N2CC)N(CC)C1=O | -30 | -0.9 | -12 | -8 | -5 | x | -0.8 | 0.7 | 15 |
| O=C(CN1CCOc2ccccc21)NCc1ccc(F)cc1 | 9 | 0.2 | -10 | -22 | 4 | -3 | 2.2 | 0.5 | -6 |
| N#C/C(=C\c1ccc(OCc2ccc(C(=O)O)cc2)cc1)C(=O)N1CCOCC1 | -1 | -1.3 | -16 | 82* | 9 | -1 | 1.9 | 0.7 | -9 |
| Cc1ccc(NS(=O)(=O)c2cc(C(=O)N3CCN(C)CC3)ccc2C)cc1C | 4 | -0.2 | -18 | 5 | 9 | -1 | -1.4 | 1.0 | 9 |
| Cc1ccc(C(=O)/C=C/N(C)C)o1 | 12 | 7.1 | 9 | -2 | -20 | -2 | -1.0 | 2.1 | -27 |
| CCn1c(O)c2ccc(C(=O)N=NC(=O)c3cccnc3)cc2c1O | 1 | -0.1 | 1 | 20 | -4 | -1 | 1.5 | 0.4 | -1 |
| CCCCN(CCCC)c1nc2ccccc2nc1C(C#N)C(=O)NCCCOC (stereo not given) | 8 | 4.9 | 7 | 15 | -1 | 4 | 0.7 | 0.2 | -7 |
| O=C(NNC(=O)c1ccccc1-c1ccccc1C(=O)O)c1ccccc1 | 25 | -0.2 | 17 | -15 | -9 | -3 | -0.1 | 0.5 | 3 |

The results go on:
Results follow in this order: EP2 mod, TRPN1 ag, S1P4 antag, CHOP inh, NPY-Y2 PAM-ag, NPY Y1 blocker, S1P4 agonist, TRPML3 agonist, NPY-Y1 PAM-ag
COc1ccc(NC(=O)NS(=O)(=O)c2ccc(C)cc2)c(OC)c1
    -5, 0.1, 2, 30, 5, 3, 0.9, 0.7, 18
Cc1ccc2nc(NC(=O)COC(=O)c3ccc(Br)o3)sc2c1
    -23, -0.3, 6, 6, -15, 6, 0.5, 0.7, 5
CN(c1ccccc1)S(=O)(=O)c1cccc(NC(=O)CSc2ncc(C(F)(F)F)cc2Cl)c1
    38, 1.5, -12, 49, -19, 10, -0.3, 0.9, -18
CC1CC(C)CN(c2nc3c(c(=O)n(C)c(=O)n3C)n2C)C1 (stereo not given)
    15, -1.3, 10, -8, 3, -2, 0.2, -0.5, -10
CCOC(=O)c1cccc(Nc2nc(C)cc(C)n2)c1
    37, -0.9, 3, 8, -24, 0, -0.3, -0.7, -15
Cc1ccc(N2C(=O)c3sc4nnc(C)c(=O)n4c3C2=O)cc1
    2, 0.0, -27, 2, -4, -6, -0.2, 1.4, -13
Cc1cc(C)n2ncc(C(=O)NC3CCCCC3)c2n1
    18, 1.0, -21, 11, 3, 3, 1.6, 1.3, 9
CCN1C(=O)N(CC)C(O)(c2ccccc2)C1(O)c1ccccc1 (stereo not given)
    18, 0.5, -7, 49, -12, -2, 0.9, -0.4, -24
O=C(O)CCCC(=O)Nc1ccc(Cl)cc1
    -12, 0.3, -46, -8, 3, 8, 2.5, 0.6, 12
CCc1ccc2nc(SCC(=O)NCC3CCCO3)c(C#N)cc2c1 (stereo not given)
    -26, 0.3, -14, 21, 10, -2, 0.8, -0.2, 6
CC1=C(/C=C/C(C)=N\NC(=O)c2ccncc2)C(C)(C)CCC1
    -15, 0.0, -7, -7, -7, 3, -1.6, -0.1, 7
Cc1cccc(N(C(=O)CCC(=O)Nc2cccnc2)C(C(=O)NC2CCCC2)c2ccncc2)c1 (stereo not given)
    22, -1.0, -18, -24, -21, -3, 1.4, 0.5, -7
CSc1sc(C(=O)NNC(=O)c2ccc(Cl)cc2)c2c1C=CCC2
    4, 0.4, 7, 0, -6, x, 14*, 0.1, -12
COc1ccc(CC(=O)NC(CC(=O)O)c2ccc(OC)cc2)cc1 (stereo not given)
    18, -0.2, -7, 23, -4, 2, -1.2, -0.1, -5
COCCn1nnnc1C(C(C)C)N1CCSCC1 (stereo not given)
    3, 1.9, 16, -18, 1, -2, -0.3, 0.5, -13
Cn1nnc2cc(C(=O)Nc3cccnc3)ccc21
    3, 0.3, -13, -9, -8, -4, -2.4, 0.5, -14
Cc1ccc(-n2nnnc2SCC(=O)Nc2nc(-c3ccc(F)cc3)cs2)cc1C
    -8, 1.6, -1, 43, -8, -4, -3.7, 0.3, -1
O=C(N/N=C/c1ccc2c(c1)OCO2)c1sc2cccc(Cl)c2c1Cl
    -45, 0.3, -20, -10, -20, 2, 1.4, 1.4, -1
O=c1[nH]c2cccnc2n1Cc1ccco1
    -13, 0.1, -4, 6, -2, 4, 1.4, -0.1, -3
Cc1cccc(NC(=O)C2CC(=O)NC(Nc3nc4ccccc4s3)=N2)c1 (stereo not given)
    -9, 2.1, -2, 17, 0, -3, 0.5, 0.7, 3
COc1cccc2c(=O)n(CC(=O)Nc3ccc(F)cc3F)ccc12
    -6, 0.4, -1, 41, -9, 0, 2.9, 0.0, -3
Cc1ccc(NC(=O)CCn2nc([N+](=O)[O-])cc2C)nc1
    32, 0.8, -17, 41, 2, 2, -0.6, 0.3, -11
Cn1cc(/C=C2\SC(=O)NC2=S)c2ccccc21
    2, 0.1, -4, 40, 14, -10, 2.1, 0.7, -1
CCNC(=O)COc1ccc2ccccc2c1
    -20, -1.4, -10, -3, 11, 2, -3.0, 1.0, 4
CC(C)NC(=S)NN=C1CCC(c2ccccc2)CC1 (stereo not given)
    12, -0.7, 9, 14, -13, -5, -0.6, -0.8, -11
Cc1ccc(C(=O)CN(C(=O)c2ccc(Cl)c(Cl)c2)N2C(=O)C3C4C=CC(C4)C3C2=O)cc1 (stereo not given)
    -9, 0.8, 6, -9, 2, -5, -0.6, 1.5, 4
Cn1c(SCC(=O)N2CCOCC2)nc2cccnc21
    27, 0.6, -14, 5, 9, 2, 1.2, 0.2, -11
Clc1ccc(SCCCCn2ccnc2)cc1
    -7, -0.2, -11, 7, 13, 0, 0.3, -0.2, 14
